V-ATPase pH: regulators of yeast V-ATPase proton pumping, primary screen, pHLuorin cytosolic pH fluorescence | 350,000 compounds, 0.37% hits | S. cerevisiae | response, % at 10 µM; in the data active = response mostly above about 7.3%, no sharp cut-off; inactive = mostly below about 5.4%; note: actives read high; inactives centre near 0; some compounds called inactive have numbers as strong as hits; reference of the scale not given here
Arr AP2 block: inhibitors of beta-arrestin/AP2 binding, primary screen, biochemical, GPCR trafficking, flow cytometry. FITC-arrestin peptide / GST-AP2 beads; AP2 beta2 appendage carries R879A mutation. 340,000 compounds, 0.31% hits. AID 504490, 2011. inhibition, % at 10 µM. beta-arrestin 1 C-terminal peptide binding to AP2 beta2-adaptin appendage (human);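 active = inhibition above a set limit, near 3 SD of compounds lacking own fluorescence, cut at about 54% in these data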;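 note: plate controls were DMSO wells for no effect and 5 µM unlabelled arrestin peptide for full effect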
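Measured by: flow cytometry, FL1 (488/535 nm); Material: AP2 appendage R879A on GSH beads; Evaluation: percent response; Timing: pre-incubation 12 min, peptide binding 1 h, room temperature; Also added: 50 nM FITC-arrestin peptide; Medium: PBS with 0.05% Tween 20 and 0.1% BSA.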
DAGLB inh: DAGLB lipase inhibitors, primary screen, biochemical, fluorescence, HTS. Diacylglycerol lipase-beta (Homo sapiens), Q8NCG7. HEK293T DAGLB membrane lysate, EnzChek fluorogenic substrate. inhibition, % at 5.17 µM. 340,000 compounds, 0.059% hits. AID 504411, 2011; in the data active = inhibition above about 34%;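 note: 0% = enzyme with vehicle and 100% = wells lacking enzyme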
Target sequence (Q8NCG7 whole entry, looked up): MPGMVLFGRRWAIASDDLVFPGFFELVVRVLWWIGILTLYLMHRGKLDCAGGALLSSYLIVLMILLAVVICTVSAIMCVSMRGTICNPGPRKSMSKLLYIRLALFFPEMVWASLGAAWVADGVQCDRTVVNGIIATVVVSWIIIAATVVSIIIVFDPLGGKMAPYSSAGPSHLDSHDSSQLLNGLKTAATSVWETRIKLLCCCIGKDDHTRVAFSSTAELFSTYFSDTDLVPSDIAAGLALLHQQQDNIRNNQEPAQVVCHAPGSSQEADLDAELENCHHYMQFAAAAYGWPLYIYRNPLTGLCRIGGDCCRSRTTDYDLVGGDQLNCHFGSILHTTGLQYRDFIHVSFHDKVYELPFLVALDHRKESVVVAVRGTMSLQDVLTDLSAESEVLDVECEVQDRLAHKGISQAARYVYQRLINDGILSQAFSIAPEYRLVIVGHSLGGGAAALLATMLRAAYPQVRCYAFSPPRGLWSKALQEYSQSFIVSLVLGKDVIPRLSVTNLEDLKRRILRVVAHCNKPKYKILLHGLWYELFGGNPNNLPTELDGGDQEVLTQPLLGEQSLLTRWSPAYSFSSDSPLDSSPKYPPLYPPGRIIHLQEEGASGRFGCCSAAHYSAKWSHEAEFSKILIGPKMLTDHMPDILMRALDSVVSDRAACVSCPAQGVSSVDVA
Cardiac RTF inh: cardiac RTF calcium sensitivity inhibitors, primary screen, biochemical, IANBD-TnC fluorescence, EC70 calcium; 340,000 compounds, 0.12% hits; Troponin I, cardiac muscle (Homo sapiens) + Troponin T, cardiac muscle (Homo sapiens) + …; IANBD-labeled cardiac RTF, Ca2+ fluorescence; inhibition, % at 7.15 µM;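 active = inhibition above the mean inhibition of all tested compounds plus 3 SD, cut at about 17% in these data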;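 note: assay run at fixed EC70 calcium of 1.6 mM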
Keap1 Nrf2 FP: Keap1-Nrf2 protein-protein interaction inhibitors, primary screen, biochemical, fluorescence polarization, single point; Keap1 Kelch-Nrf2 peptide fluorescence polarization, 1536-well; inhibition, % at 9.4 µM; 340,000 compounds, 0.15% hits; in the data active = inhibition above about 12%;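 note: human Keap1 Kelch domain with fluorescein labeled Nrf2 9mer peptide probe; 0% = neutral control wells and 100% = peptide positive control; higher means more block of Keap1 binding to Nrf2 peptide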
C-LANA FP: inhibitors of KSHV C-LANA binding to DNA, primary screen, biochemical, fluorescence polarization, FAM-LBS DNA, MBP-C-LANA, single point; 340,000 compounds, 0.078% hits; inhibition, % at 9 µM; Kaposi's sarcoma herpesvirus LANA C-terminal domain (residues 932-1162) DNA binding; AID 504423, 2011;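 active = highest replicate inhibition at or above 60% at 9 µM, even if other replicates fall short; inactive = all replicates below 60% inhibition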;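 note: 0% = neutral control wells and 100% = 4 µM acridine orange control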
NSD2 inh: NSD2 histone methyltransferase inhibitors, primary screen, biochemical, AlphaScreen, single concentration, set 2; Histone-lysine N-methyltransferase NSD2 (Homo sapiens), O96028; NSD2 peptide methylation, 120 min; inhibition, % at 12.5 µM; 310,000 compounds, 0.54% hits; in the data active = inhibition above about 50%
CAL PDZ FP-1: untagged CAL PDZ binding inhibitors, primary screen, biochemical, fluorescence polarization, HTS | Golgi-associated PDZ and coiled-coil motif-containing protein (Homo sapiens), Q9HD26 | purified CAL PDZ, TMR-peptide fluorescence polarization, 1 h | inhibition, % at 24.9 µM | 300,000 compounds, 0.92% hits | AID 602252, 2012;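 active = mean inhibition of at least 30% with at least half of replicates also reaching 30%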;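 note: 0% = DMSO neutral control and 100% = excess unlabeled competitor peptide PRC23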
Pemphigus Ab inh: inhibitors of pemphigus antibody binding to DSG3, primary screen, biochemical, bead-based, flow cytometry, scFv-GFP; DSG3-coupled beads, scFv-anti-DSG3-GFP binding; hits give low values; 310,000 compounds, 0.48% hits; binding (percent of control), % at 10 µM; Desmoglein-3 (Homo sapiens), P32926;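 active = binding more than 3 SD below its plate's average and above zero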;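 note: hits lower antibody fragment binding to DSG3; some compounds called inactive have numbers as strong as hits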
CAL PDZ FP-2: CAL PDZ peptide-binding inhibitors, primary screen, biochemical, fluorescence polarization, Cer-tagged CAL PDZ, HTS; inhibition, % at 20 µM; purified CAL PDZ, TMR-peptide fluorescence polarization, 1 h; AID 504414, 2011; 330,000 compounds, 0.02% hits;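 active = highest replicate inhibition of at least 40%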;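 note: plate controls were DMSO neutral control wells for no effect and unlabeled competitor peptide control wells for full effect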
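Material: tagged CAL PDZ domain; buffer or medium: 25 mM sodium phosphate pH 7.4, 150 mM NaCl, TCEP, IgG, Thesit; compound dosing: single point, 20 µM; schedule: 1 h incubation at room temperature before polarization reading; measured by: FP readout, S and P plane fluorescence; read-out basis: percent inhibition from loss of millipolarization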
* = called active by the depositor; / = not tested or not shown.

SMILES	V-ATPase pH	Arr AP2 block	DAGLB inh	Cardiac RTF inh	Keap1 Nrf2 FP	C-LANA FP	NSD2 inh	CAL PDZ FP-1	Pemphigus Ab inh	CAL PDZ FP-2
O=C(COC(=O)CCC1CCCC1)Nc1ccccc1Br	2	-8	-8	-8	-4	-1.8	-4	-3	/	-2.2
CCOCCCNC(=O)c1ccc2c(=O)n(Cc3ccc4c(c3)OCO4)c(=S)[nH]c2c1	-7	-36	-2	-2	-4	-2.1	1	37*	92	34
Cc1ccc(C)c(N2CCN(C(=O)CCc3nc(-c4cccc(Cl)c4)no3)CC2)c1	3	-7	-11	-3	-7	2.1	/	-3	100	-0.5
O=C(CCC(=O)N1CCOc2ccc(Cl)cc21)NCCCN1CCC(Cc2ccccc2)CC1	2	3	2	-6	2	-0.3	/	-1	108	-1.3
CCOC(=O)C(NC(=O)c1cccc(Cl)c1)(Nc1nnc(C)s1)C(F)(F)F (stereo not given)	-2	1	3	-9	2	0.5	-6	-3	108	0.0
CCCS(=O)(=O)c1c(S(=O)(=O)CCC)c2c(N)cccn2c1C(=O)c1ccc(Br)cc1	-2	8	6	-19	5	-3.7	5	0	97	-1.4
CCOc1cc(NC(=O)c2ccccn2)c(OCC)cc1NC(=O)c1cccc(C)c1	-10	15	-3	1	0	-0.9	1	5	74*	-0.1
FC(F)(F)c1ccc(-c2noc(CN3CCCN(C4CCCCC4)CC3)n2)cc1	-3	-1	3	-7	-3	-0.2	0	-1	93	-2.4
O=C(CSc1nc2ccccc2[nH]1)Nc1ccc2[nH]c(=O)[nH]c2c1	3	1	2	-7	-2	-0.1	-2	1	/	1.8
COc1ccc2[nH]c(C(=O)NCCc3ccccc3)cc2c1	4	33	/	/	/	/	0	/	100	/
CCOC(=O)c1ccc(-n2c(C)nc3c(cnn3-c3ccccc3C)c2=O)cc1	0	-5	-3	-4	-5	0.6	/	/	91	-1.1
Cc1cc(NC(=O)COC(=O)CCNS(=O)(=O)c2cccc(C(F)(F)F)c2)no1	-2	8	1	-9	3	0.2	-4	-1	105	0.6
COc1ccc(-c2cc(-c3ccccc3)nc(=O)[nH]2)cc1	3	4	-2	-13	5	1.7	0	-3	102	-2.5
CC(C(=O)N1CCCC1)N1CCN(S(=O)(=O)c2ccccc2)CC1 (stereo not given)	-1	-1	-2	-5	-2	0.6	0	-2	/	-0.3
Cc1nnc(C)n1/N=C/c1ccc(-c2ccccc2)cc1	3	5	2	5	-4	-2.7	1	-3	120	-0.5
COc1ccc(OCC(=O)NNc2c3ccccc3nc3ccccc23)cc1	2	24	4	3	-3	1.8	61*	0	103	2.8
O=C(COc1ccc(Cl)cc1)NCCNC(=O)c1ccccn1	-2	17	0	6	1	1.9	3	3	93	-3.0
O=C(COc1ccc(Br)cc1)Nc1ccccc1N1CCCC1	-5	3	-18	-1	0	0.2	0	0	102	-3.1
COC(=O)CN(c1nc(C)c(Br)c(OC)n1)S(=O)(=O)c1ccccc1	6	30	-10	2	-4	-0.5	0	-4	99	1.4
COc1ccc(OC)c(C2=Nn3c(nnc3-c3ccco3)SC2)c1	4	-4	1	1	-4	-0.1	0	/	95	-3.0
COc1ccc(CCNC(=O)Cn2cccc2C(=O)c2ccccc2C)cc1OC	-5	-3	-2	0	-4	-0.7	1	-3	107	-0.3
O=C(COc1ccccc1)N/N=C/c1cc2c(cc1[N+](=O)[O-])OCO2	3	-5	-1	-1	1	1.2	0	-1	89	-2.6
Cc1c([N+](=O)[O-])ccc(S(=O)(=O)N2CCC(C(N)=O)CC2)c1C	-2	16	1	-1	-3	2.0	-1	-2	100	-0.4
CSc1ccccc1C(=O)NCC1CCCO1 (stereo not given)	2	-9	0	-4	0	-0.3	-7	10	98	0.2
COC(=O)C1(C)NC(c2ccc(OC)cc2)C2C(=O)N(c3ccccc3)C(=O)C21 (stereo not given)	0	-24	-2	-8	-1	-0.5	-1	/	94	8.7
Cc1cc(C)n(-c2ccc(C(=O)OCn3nnc4ccccc4c3=O)cc2)n1	-6	4	-1	-4	-1	-0.6	/	0	108	/
Cc1nc(CSc2nc3[nH]ncc3c(=O)n2-c2ccccc2)cs1	-1	0	-1	-7	-5	0.3	4	/	85	-1.0
O=C(CCN1C(=O)/C(=C\c2ccco2)SC1=S)Nc1ccc(C(=O)O)c(O)c1	-5	11	6	6	-2	83*	111*	-8	105	-2.8
COc1ccc(/C=N/NC(=O)C(=O)N2CCCCCC2)cc1[N+](=O)[O-]	0	-14	2	-2	-2	1.6	-3	-3	/	-3.4
COc1cc(CC(=O)OCc2cccc([N+](=O)[O-])c2)cc(OC)c1OC	-82	-8	1	1	-2	0.1	-3	/	/	-1.0
CC(C)Oc1ncnc2c1[nH]c1ccccc12	3	9	-2	-14	4	-1.5	-1	/	110	-0.8
CCCOc1c(Br)cc(/C=N/O)cc1OC	2	-9	-5	-10	-3	-1.6	-1	-6	105	-3.5
C[C@H](NC(=O)c1nc[nH]c1C(=O)NC(c1ccccc1)c1ccccc1)C(=O)OCc1ccccc1	0	1	-3	5	-1	0.1	/	-2	97	1.3
c1ccc(CSc2nnc3c(n2)OC(c2ccco2)Nc2ccccc2-3)cc1 (stereo not given)	6	2	9	-2	-6	-2.0	/	-2	61*	-2.3
CC1CCCCC1NC(=O)CCCN1C(=O)c2ccccc2C1=O (stereo not given)	1	-19	1	-4	-5	-1.6	-1	-6	/	-2.0
O=C(CN1c2cccc3cccc(c23)S1(=O)=O)N1CCN(c2ccccc2)CC1	8	-8	-3	1	-5	0.1	1	-5	/	-1.1

Sorted by the number under NSD2 inh (smallest number first): 4 from the list above
SMILES	V-ATPase pH	Arr AP2 block	DAGLB inh	Cardiac RTF inh	Keap1 Nrf2 FP	C-LANA FP	NSD2 inh	CAL PDZ FP-1	Pemphigus Ab inh	CAL PDZ FP-2
O=C(COC(=O)CCC1CCCC1)Nc1ccccc1Br	2	-8	-8	-8	-4	-1.8	-4	-3	/	-2.2
COc1cc(CC(=O)OCc2cccc([N+](=O)[O-])c2)cc(OC)c1OC	-82	-8	1	1	-2	0.1	-3	/	/	-1.0
CCOCCCNC(=O)c1ccc2c(=O)n(Cc3ccc4c(c3)OCO4)c(=S)[nH]c2c1	-7	-36	-2	-2	-4	-2.1	1	37*	92	34
O=C(CCN1C(=O)/C(=C\c2ccco2)SC1=S)Nc1ccc(C(=O)O)c(O)c1	-5	11	6	6	-2	83*	111*	-8	105	-2.8

(next part)
SMILES	V-ATPase pH	Arr AP2 block	DAGLB inh	Cardiac RTF inh	Keap1 Nrf2 FP	C-LANA FP	NSD2 inh	CAL PDZ FP-1	Pemphigus Ab inh	CAL PDZ FP-2
COc1ccc2oc(C(=O)OCC(=O)NCc3ccc(OC)c(OC)c3)c(C)c2c1	-1	10	-6	-2	4	-0.2	-4	-2	100	-1.6
COc1ccc2nc(N3CCCCC3)c(C#N)cc2c1	-2	10	-5	-11	2	8.0	2	-7	100	-3.0
CCc1ccc2nc(N3CCN(C)CC3)c(C#N)cc2c1	2	9	1	-12	-2	-0.1	-2	-1	112	-1.2
CCOC(=O)c1cc2c(=O)n3ccccc3nc2n(Cc2ccco2)c1=NC(=O)c1ccccc1OC	-2	18	-3	10	-5	4.2	-1	12	/	-1.6
CCOc1cccc2sc(N(CCCN(C)C)C(=O)c3ccc(S(=O)(=O)N(C)c4ccccc4)cc3)nc12	1	9	0	5	2	1.6	4	2	130	-3.6
CCN(CC)CCN(C(=O)c1ccc([N+](=O)[O-])cc1)c1nc2ccc(OC)cc2s1	3	6	-3	-15	-2	1.0	7	-3	110	-2.1
COc1ccc(N(C(=O)CNC(=O)c2ccco2)C(C(=O)NC2CCCCC2)c2ccncc2)cc1 (stereo not given)	0	4	0	1	0	-0.9	0	-1	/	-2.2
CC[C@@H]1CCCCc2ccccc2[C@@H](C(=O)C[C@@H](O)CC(C)=O)OC1=O	-2	1	-2	-2	-2	-0.5	/	-2	103	0.5
COc1cc(/C=C2/SC(=Nc3ccc(O)cc3)NC2=O)cc(OC)c1O	3	24	0	-5	-4	-1.9	2	-2	84	-1.1
Clc1ccccc1/C=C/c1nc(-c2ccccn2)no1	10	-17	-2	-6	-2	1.0	-2	/	117	-0.9
COc1cccc(CNC(=O)c2cccc(S(=O)(=O)N3CCN(Cc4ccccc4)CC3)c2)c1	-7	-8	-9	-8	-1	1.9	2	-38	/	-2.4
COc1cc(/C=N\NC(=O)c2sc(N)nc2C)cc(OC)c1OC	0	-1	0	-9	-5	-1.0	0	4	92	-2.5
CCOC(=O)c1cnc(-n2nc(C)cc2C)nc1NC1CCCC1	6	-19	-3	1	-4	-1.3	3	6	100	-0.3
C=CCNC(=S)NNc1nc2sc3c(c2c(=O)[nH]1)CC(C)(C)OC3	-3	9	-1	-2	-3	4.6	4	-5	105	1.0
O=C(COC(=O)/C=C/c1ccccc1[N+](=O)[O-])NC1CCS(=O)(=O)C1 (stereo not given)	-2	13	2	0	2	0.8	2	-2	107	0.2
CCOC(=O)CC(NS(=O)(=O)c1ccc2[nH]cc(C(=O)O)c(=O)c2c1)c1ccc(OCC)c(OC)c1 (stereo not given)	-4	-12	3	5	5	12	68*	-5	96	-2.1
CCO[C@H]1OC(C(=O)N2CCCCCCC2)=C[C@@H](c2csc3ccccc23)[C@@H]1CCCO	5	5	-6	-3	4	0.7	/	-4	101	-0.3
O=C(COc1ccccc1F)Nc1ccc(S(=O)(=O)NCc2ccco2)cc1	4	1	-1	-5	-1	-0.8	1	0	/	-2.0
COC(=O)c1ccccc1NC(=O)Nc1ncccc1C	2	-4	-3	7	0	-1.5	16	0	86	-2.4
COc1ccc(C(=O)Nc2ccc(N3CCN(Cc4ccccc4)CC3)cc2)cc1	1	8	/	/	-2	1.5	-3	-5	/	-0.6
CCc1ccc(C2C3=C(CC(C)(C)CC3=O)Nc3c2c(=O)[nH]c2nc(C)nn32)cc1 (stereo not given)	5	-3	0	-4	-3	-1.2	-2	-2	100	-3.1
CCc1ccccc1NC(=O)C1CCCN(c2ncnc3onc(-c4ccc(F)cc4)c23)C1 (stereo not given)	0	-4	3	-8	-3	0.3	1	1	106	-2.0

An excerpt; rates above refer to the full screens.
